# C2C12 statin: suppression of simvastatin myotoxicity | C2C12 myotubes + simvastatin, ATP luminescence, 48 h; scaled: DMSO 0, geranylgeraniol control 100 | rescue of ATP level, % at 7.49 µM | hit rate 0.78% among 330,000;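 active means mean ATP rescue above about 67%, or every replicate alone reaching that limit, limit read from the data, passing the limit was not always enough; inconclusive means no clear call, values can overlap the other calls; inactive means mean under the limit and some replicate under it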;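 further: myotubes were challenged with 10 µM simvastatin during compound exposure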
# INS-1E GSIS act: primary screen for activators of insulin secretion dependent on glucose, INS-1E cells, GLuc reporter luminescence; AID 743287; INS-1E GLuc reporter insulin secretion, 2-3 h; hit rate 0.61% among 370,000; activation, % at 16.6 µM;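 active means lowest replicate activation of at least 40%, so every replicate reaches that level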;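 further: 0% = median of neutral control wells and 100% = median of IBMX positive control wells; some compounds called inactive have numbers as strong as hits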
# PAX8 reporter: lowers PAX8-driven luciferase in RMG-I cells. AID 652154. hit rate 1.2% among 360,000. inhibition, % at 12.6 µM. RMG-I TPO-luciferase reporter, SteadyGlo, 24 h;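 active means mean replicate inhibition at least 60% with every replicate also reaching 60%; inconclusive means only one of the two criteria is met; inactive means mean below 60% and not all replicates reaching 60%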;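 further: luciferase light reporting Pax8 driven TPO promoter activity; plate controls were median of neutral control wells for no effect and mitoxantrone controls for full effect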
# PGC1a acetyl inh: PGC1a acetylation modulation, inhibitor mode. U2OS PGC1a acetylation, AlphaScreen anti-acetyl-lysine; with virally co-expressed GCN5 acetyltransferase. inhibition, % at 15.6 µM. hit rate 0.17% among 350,000. AID 651687;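 active means every replicate shows inhibition of at least 40%; inconclusive means mean inhibition at least 40% but some replicate below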;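 further: 0% = neutral control wells and 100% = positive control wells; some results beyond the cut were filed as inactive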
# LGR2 inh: Drosophila LGR2 receptor signaling inhibition. inhibition, % at 9.99 µM. hit rate 0.35% among 380,000. HEK293 LGR2, CRE-luciferase, bursicon-stimulated, 4 h;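 active means drop in luminescence signal, shown as inhibition above about 50% in the replicate tests, limit read from the data, passing the limit was not always enough; inconclusive means probably only some replicates passing the limit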;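 further: agonist challenge used bursicon conditioned medium at about half maximal strength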
# Cneo AK release: Cryptococcus neoformans lysis via adenylate kinase release | C. neoformans lysis, adenylate kinase release luminescence, 4 h; normalised: neutral wells 0, clomiphene wells 100 | lysis activity, % at 15 µM | hit rate 0.2% among 360,000 | AID 651654;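 active means mean lysis activity across replicates of at least 80%, whatever share of replicates individually reach that level; inactive means mean lysis activity below 80%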
#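 Assay system: C. neoformans cells. Amount: yeast cell density of 5 × 10^6 cells/mL. Technique: AK luminescence. Buffer or medium: YPD. Times: static 4 h at 37 °C with compound, 1 h detection. Dosing: single-point compound dose. Read-out: lysis from increased AK signal.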
# ARNT-TACC3 inh: disruptors of human ARNT/TACC3 interaction; AID 623870; AlphaScreen His-ARNT PAS-B/GST-TACC3 binding, luminescence; TACC3 fragment carries E629A point mutation; Q9Y6A5; hit rate 0.66% among 390,000; inhibition, % at 9.99 µM;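 active means mean inhibition of replicates at least 50% and at least half of replicates each reaching 50%; inconclusive means half or more replicates reach 50% but mean below 50%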;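 further: 0% = complete ARNT plus TACC3 wells and 100% = ARNT alone without TACC3; many hits fall short of the cut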
# PglD DTNB: blocks C. jejuni PglD acetyltransferase activity | purified PglD enzyme, DTNB colorimetric CoA detection | inhibition, % at 12.5 µM | hit rate 0.098% among 360,000 | AID 602405; in the data active means inhibition above about 16%, passing the limit was not always enough; inconclusive means no clear call, values can overlap the other calls; further: strong numbers were not always called active
# Numbers without * were called inactive; ? = inconclusive; · = not tested or not shown.
SMILES,C2C12 statin,INS-1E GSIS act,PAX8 reporter,PGC1a acetyl inh,LGR2 inh,Cneo AK release,ARNT-TACC3 inh,PglD DTNB
CC(=O)Nc1ccc(S(=O)(=O)NC2=NCN(CCOC(=O)c3ccccc3)CN2)cc1,9,·,·,-15,·,0,-1,0
O=C(COc1ccccc1Cl)NC(=O)NC1CCCC1,12,·,·,7,·,0,-5,2
COc1ccccc1N1CCN(C(=O)CNC(=O)c2cn(-c3ccccc3OC)c(=O)c3ccccc23)CC1,-13,-6,-3,1,-10,-4,4,5
Cc1nonc1OCCCNc1ccc([N+](=O)[O-])cc1Cl,·,20,-110,·,·,-2,-3,1
CCCN(CCC)c1nc(C#N)nc(N(CCC)CCC)n1,·,12,6,1,6,·,0,·
CC(C)(C)OC(=O)N1CCN(C(=O)c2[nH]cnc2C(=O)Nc2ccccc2F)CC1,-2,8,-5,4,10,2,·,-6
CCOC(=O)c1c(-c2cccs2)csc1NC(=O)CN(CC)CC,1,·,1,6,·,6,-4,-3
COc1ccccc1N(CC(=O)NC1CCCC1)C(=O)CCC(=O)Nc1cc(C)on1,-19,·,·,13,·,5,-1,4
C[C@@H]1CN([C@H](C)CO)C(=O)c2cccc(N(C)C)c2O[C@@H]1CN(C)Cc1ccc(C(=O)O)cc1,-14,3,-18,-3,3,0,-4,0
COC(=O)Nc1ccc(Oc2ccccc2)cc1,-5,·,·,?,·,2,-3,-2
O=C(CSc1nnc2ccccn12)N1CCc2ccccc21,5,3,-102,-3,-12,-3,-4,0
C[C@@H]1CN([C@@H](C)CO)C(=O)c2cc(NC(=O)Nc3cccc4ccccc34)ccc2O[C@@H]1CN(C)C(=O)Nc1ccc2c(c1)OCO2,-10,-39,16,2,-9,-2,18,0
CCOc1ccc(NC(=O)CC2C(=O)NCCN2C(=O)Nc2ccccc2)cc1 (stereo not given),9,-6,-8,·,-17,1,·,-1
CCC(=O)NC(O)C(=O)c1ccc(C)cc1 (stereo not given),9,·,-7,-15,·,0,·,-4
CCN1C=CC2=C(C#N)C(N)C(C#N)(C#N)C(c3ccccc3C(F)(F)F)C2C1 (stereo not given),1,·,·,-3,·,2,2,-5
O=C(COC(=O)c1cc(=O)c2ccccc2o1)NCC1CCCCC1,-8,12,-1,12,-18,0,-18,1
CC(=O)c1ccc(N2CCN(S(=O)(=O)c3ccc4c(c3)CC(C)N4C(=O)C3CC3)CC2)cc1 (stereo not given),-3,-13,20,-8,-8,-1,-1,-2
COc1ccc(NC(=O)Nc2cccc3c2O[C@@H](CN(C)Cc2ccc(-c4ccccc4)cc2)[C@@H](C)CN([C@H](C)CO)C3=O)cc1,·,-18,·,·,0,39,-1,3
COc1ccc(OC)c(S(=O)(=O)N2CCC(C(=O)N3CCN(Cc4ccccc4)CC3)CC2)c1,10,·,·,2,·,2,·,-1
OC(CNCc1ccccc1C(F)(F)F)C(F)(F)F (stereo not given),·,4,-10,1,-2,·,1,·
O=C(C[C@H]1C[C@@H]2c3cc(NS(=O)(=O)c4ccc(F)cc4)ccc3O[C@@H]2[C@@H](CO)O1)NCCc1ccccc1,-3,-24,22,-2,-19,5,-3,1
COc1ccc(S(=O)(=O)N2C[C@@H](O)COC[C@@H]3O[C@@H](CC(=O)NCCCN4CCOCC4)CC[C@H]32)cc1,-9,9,-4,-1,-7,2,-5,1
OC[C@@H]1CN(Cc2ccncc2)C[C@H](n2cnc3c(NC4CC4)ncnc32)O1,-10,28,-2,·,-19,0,·,-5
NNC(=O)CNC(c1ccccc1)c1cc(Br)ccc1NC(=O)CCN1CCOCC1 (stereo not given),·,·,·,3,·,5,7,3
O=S(=O)(CC(CN1CCCC1)N1CCCC1)c1ccc2ccccc2c1 (stereo not given),-6,·,·,13,·,3,1,0
O=C(CCC1CCCCC1)Nc1c2c(nn1-c1ccc(F)cc1)CS(=O)C2 (stereo not given),7,·,-7,0,·,4,-28,-1
CC(=O)Nc1cccc(-n2nnc(SCC(N)=O)n2)c1,·,16,19,·,-7,·,11,·
COc1ccc(S(=O)(=O)NNC(=O)Nc2ccc(C)cc2)c(OC)c1,1,-8,·,0,-10,0,-2,-2
COCC(=O)NC[C@@H]1[C@@H](c2ccccc2)[C@H](CO)N1C(C)=O,-1,4,-1,5,-2,3,-3,1
CCNC(=O)C1(C)CCCN(Cc2csc(-c3ccc(Cl)cc3)n2)C1 (stereo not given),-16,-31,·,22,10,-1,·,-2
Cc1cc(=O)[nH]c(/N=C(\N)Nc2ccc(SC(F)F)cc2)n1,-2,-3,27,·,-7,-1,-2,-1
O=C(c1ccccc1)c1cccn1CC(=O)N1CCN(c2ccccc2)CC1,16,·,·,·,·,-2,6,0
COc1cc(NC(=O)C2CC(=O)N(CCc3ccc(F)cc3)C2)cc(OC)c1OC (stereo not given),-3,2,9,·,-11,1,2,0
C[C@@H]1CCCCO[C@@H](CN(C)Cc2ccc3c(c2)OCO3)[C@H](C)CN([C@@H](C)CO)C(=O)c2cc(NC(=O)C3CCCCC3)ccc2O1,-20,-18,-14,·,9,-1,4,2
C[C@@H]1CN([C@@H](C)CO)C(=O)c2cc(C3=CCCCC3)cnc2O[C@@H]1CN(C)Cc1cccc(F)c1,·,-4,·,24,16,1,-8,-1
CCCC(=O)Nc1cc(C)c2c(=O)oc3ccccc3c2n1,4,-4,25,-17,18,0,6,2
COc1cc(/C=C/C(=O)O)cc(S(=O)(=O)Nc2ccc(F)cc2)c1OC,-8,3,11,5,3,5,4,-4
COCCn1nnnc1C(c1cccs1)N1CCN(c2nc3ccccc3s2)CC1 (stereo not given),10,-6,·,-12,-13,-1,7,-3
Cc1cc(C)n(CC(=O)NNC(=O)COc2ccc(Br)cc2F)n1,1,10,-11,·,10,3,-1,-8
COc1cccc(/C=C/C(=O)OCC(=O)NCCC2=CCCCC2)c1OC,4,7,1,3,-11,-1,-6,2
COc1cccc(C#Cc2ccc([C@H]3[C@H](CO)N4C(=O)CN(C(=O)Cc5ccccc5)C[C@@H]34)cc2)c1,·,-45,2,-10,-3,·,·,·
CCN(CC(=O)Nc1ccc(NC(C)=O)cc1)C(=O)c1cn(-c2ccccc2)nc1-c1cccs1,·,-7,-11,·,-2,·,-3,·
N=C1c2ccccc2CN1NC(=O)c1cccc(S(=O)(=O)N2CCOCC2)c1,14,10,13,21,16,-1,·,-1
CC1=NN(C(=O)c2ccc(Cn3nc(C)c([N+](=O)[O-])c3C)cc2)C(O)(C(F)(F)F)C1 (stereo not given),-2,·,·,14,·,-2,-2,4
O=C(NCC1CC1)[C@H]1[C@H](CO)[C@H]2Cn3c(ccc(C4=CCCC4)c3=O)[C@@H]1N2C(=O)C1CC1,11,6,8,·,9,0,3,-3
CCOc1ccccc1NC(=O)c1nc(-c2ccccc2)oc1C,·,3,8,·,14,·,-5,·
O=C(Nc1ccc(S(=O)(=O)NC2CCCCC2)cc1)c1ccco1,-15,1,·,1,0,1,-4,9
O=C(NC1CCCC1)C(c1ccc(N2CCOCC2)cc1)N(Cc1ccco1)C(=O)c1ccco1 (stereo not given),11,·,·,-1,·,0,-8,-2
COc1ccc(OC)c(S(=O)(=O)N2c3ccccc3CC2C)c1 (stereo not given),-9,-9,·,-11,2,-1,1,-2
CCCNC(=O)N(C)C[C@@H]1Oc2ncc(-c3ccc(C(=O)N(C)C)cc3)cc2C(=O)N([C@@H](C)CO)C[C@H]1C,·,7,·,-3,8,16,4,-4
C[C@H]1CCCCO[C@H](CN(C)C(=O)C2CCCCC2)[C@@H](C)CN([C@@H](C)CO)C(=O)c2cc(NC(=O)Nc3ccc4c(c3)OCO4)ccc2O1,·,0,·,6,0,2,5,0
COc1ccc(C(=O)C2CCCN(C(=O)/C=C/c3cnc[nH]3)C2)c(C)c1 (stereo not given),·,6,·,·,13,3,-11,0
NC(=O)NC(=O)c1nccnc1C(=O)O,-2,14,3,·,-7,-1,-5,0
CN(c1ccccc1)S(=O)(=O)c1cccc(NC(=O)CN2CCCc3ccccc32)c1,·,-20,4,2,-3,-5,2,-6
CC(=O)c1ccc(S(=O)(=O)N(C)CC(=O)NCC2CCCCC2)cc1,1,2,-40,·,8,1,·,2
Cc1nnc(C)n1/N=C/c1cccc(Oc2ccccc2)c1,13,1,·,10,13,-2,-8,5
CN(Cc1ccc(Cl)cc1)C(CCc1ccccc1)C(=O)NC1CCCCC1 (stereo not given),3,-30,11,-17,14,-2,·,1
O=C(CSc1nnc(Cc2cccs2)n1-c1ccc(Cl)cc1)NCc1ccc2c(c1)OCO2,?,·,·,7,·,0,0,-17
COc1ccc(-c2csc(C(C)(O)c3ccccc3)n2)cc1 (stereo not given),-1,-30,-64,7,-33,0,·,-4
CCOC(=O)c1sc(NC(=O)CSCc2c(C)noc2C)nc1C,24,0,-1,6,-13,2,-2,-3

# Some of the entries so far, tab-delimited.
Molecule	C2C12 statin	INS-1E GSIS act	PAX8 reporter	PGC1a acetyl inh	LGR2 inh	Cneo AK release	ARNT-TACC3 inh	PglD DTNB
CCOC(=O)c1c(-c2cccs2)csc1NC(=O)CN(CC)CC	1	·	1	6	·	6	-4	-3
COc1ccccc1N(CC(=O)NC1CCCC1)C(=O)CCC(=O)Nc1cc(C)on1	-19	·	·	13	·	5	-1	4
C[C@@H]1CN([C@H](C)CO)C(=O)c2cccc(N(C)C)c2O[C@@H]1CN(C)Cc1ccc(C(=O)O)cc1	-14	3	-18	-3	3	0	-4	0
COC(=O)Nc1ccc(Oc2ccccc2)cc1	-5	·	·	?	·	2	-3	-2

# Additional compounds:
SMILES,C2C12 statin,INS-1E GSIS act,PAX8 reporter,PGC1a acetyl inh,LGR2 inh,Cneo AK release,ARNT-TACC3 inh,PglD DTNB
O=C(CSc1ccccc1F)NCC(c1ccco1)N1CCCCC1 (stereo not given),1,-4,5,-4,-5,-4,·,-2
COc1cc(C)ccc1OCCON1C(=O)CCC1=O,12,1,-12,-2,29,-1,-8,11
Cc1ccc(NS(=O)(=O)c2ccccc2[N+](=O)[O-])cc1S(=O)(=O)N1CCCCC1,0,-35,12,6,-11,1,-4,-3
C[C@@]12C(=O)N(c3cccc(Cl)c3)C(=O)N1[C@@H]1c3ccccc3OC[C@@H]1[C@H]2c1ccccc1,0,-3,-2,-13,4,-1,-2,-5
CCOC(=O)C1CCCN(CCC(=O)Nc2ccc(C)c(C)c2)C1 (stereo not given),-3,4,2,-3,-30,1,-5,-6
OC(CNc1ccccc1)Cn1ccc2ccccc21 (stereo not given),·,-1,-5,·,-8,·,0,·
COc1cc(OC)c(NC(=O)CC(=O)Nc2cc(Cl)c(OC)cc2OC)cc1Cl,1,·,-11,2,-5,1,-1,-4
O=c1[nH]c2cc3c(cc2cc1CN(Cc1ccco1)C(=S)NCCCN1CCOCC1)OCCO3,·,2,28,-11,·,·,3,·
O=C(c1ccccc1F)N1C[C@@H]2[C@H](c3ccccc31)[C@H](CO)N2C(=O)C1CCCC1,15,-1,-15,-4,-9,7,-7,-2
O=C(Cn1ncc2c([nH]c3ccccc32)c1=O)NCC1CCN(Cc2ccccc2F)CC1,-3,9,2,11,8,-1,-6,5
CCN(CC)C(=O)C1CCCN(c2ccc([N+](=O)[O-])cc2/C=N/NC(=O)c2cccc([N+](=O)[O-])c2)C1 (stereo not given),-11,·,·,4,·,-2,-4,-5
Cc1ccccc1S(=O)(=O)NC(=O)C1(C)CCN1C(=O)C1(c2ccccc2)CC1 (stereo not given),12,22,-16,-9,9,3,·,-1

# Screens: PubChem BioAssay, Broad Institute
